ROC1-CUL1 inh: human ROC1-CUL1 E3 ligase inhibition; inhibition, % at 10 µM; P62877+Q13616; 140,000 tested, 0.6% active; in vitro K48 di-Ub FRET, acceptor:donor ratio, 45 min; in the data active = inhibition above about 25%
Target sequence (P62877 whole entry, looked up): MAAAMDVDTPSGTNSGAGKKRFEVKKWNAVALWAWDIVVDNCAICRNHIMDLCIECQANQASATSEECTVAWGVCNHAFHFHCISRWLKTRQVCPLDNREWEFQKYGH
Target sequence (Q13616 whole entry, looked up): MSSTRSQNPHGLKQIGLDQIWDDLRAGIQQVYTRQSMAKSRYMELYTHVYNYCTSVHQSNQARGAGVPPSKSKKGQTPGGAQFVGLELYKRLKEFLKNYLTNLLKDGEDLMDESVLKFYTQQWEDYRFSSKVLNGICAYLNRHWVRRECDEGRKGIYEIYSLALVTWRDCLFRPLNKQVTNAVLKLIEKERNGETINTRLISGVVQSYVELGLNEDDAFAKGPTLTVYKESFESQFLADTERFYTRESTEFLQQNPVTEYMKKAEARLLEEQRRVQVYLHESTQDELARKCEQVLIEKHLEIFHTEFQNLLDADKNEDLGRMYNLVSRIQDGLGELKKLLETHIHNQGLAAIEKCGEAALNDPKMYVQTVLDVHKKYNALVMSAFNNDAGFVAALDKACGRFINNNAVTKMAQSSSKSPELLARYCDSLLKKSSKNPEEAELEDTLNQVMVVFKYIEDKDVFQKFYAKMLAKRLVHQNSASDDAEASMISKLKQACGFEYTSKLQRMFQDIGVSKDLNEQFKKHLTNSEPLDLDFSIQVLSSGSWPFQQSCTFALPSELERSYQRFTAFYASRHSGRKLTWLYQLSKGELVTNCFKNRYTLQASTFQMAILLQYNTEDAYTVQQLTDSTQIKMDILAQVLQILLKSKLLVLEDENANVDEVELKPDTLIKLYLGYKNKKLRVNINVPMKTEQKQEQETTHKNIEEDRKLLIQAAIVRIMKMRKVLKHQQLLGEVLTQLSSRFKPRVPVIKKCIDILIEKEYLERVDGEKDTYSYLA
* hit, by the source's call; & = joins results of further samples. A portion of the library; rates above refer to the full screens.

Start of the data: the first 16 records (preview)
Screening COc1ccc(C2CC(=O)c3cc(-c4nc(-c5cccc([N+](=O)[O-])c5)cs4)c(=O)n(-c4ccc(OC)cc4)c3C2)cc1 (configuration not stated) returned ROC1-CUL1 inh -12.
`COc1cc(C(=O)NC2(C(F)(F)F)C(=O)N=C(C)C2C#N)cc(OC)c1OC` (configuration not stated) gave ROC1-CUL1 inh 6.
Screening N#CC1C(=N)Oc2n[nH]c(-c3ccccc3)c2C1c1ccnc2ccccc12 (configuration not stated) returned ROC1-CUL1 inh -6.
CC(=O)OC1=C(Br)C(=O)C(OC(C)=O)=C(Br)C1=O was read as ROC1-CUL1 inh -3.
Cc1ccc2sc(NC(=O)c3ccc4c(c3)OCCO4)nc2c1C was read as ROC1-CUL1 inh -5.
`O=C(c1ccc2c(Cl)c3c(nc2c1)CCCC3)N1CCN(c2ccccc2F)CC1` gave ROC1-CUL1 inh -4.
`COc1cccc(/C=C/C(=O)c2ccccc2)c1` gave ROC1-CUL1 inh 0.
NC(=O)CSc1nnc2ccc3ccccc3n12 was read as ROC1-CUL1 inh -2.
Cc1nn(-c2ccccc2)c2ncc(C(=O)c3c(O)ccc4ccccc34)cc12 was read as ROC1-CUL1 inh 0.
`CCOC(=O)c1c(-c2ccc(-c3ccccc3)cc2)csc1NC(=O)CSc1nnc2ccccn12` gave ROC1-CUL1 inh -6.
Screening CN(C)c1ccc(C(=O)c2ccc(O)cc2O)cc1 returned ROC1-CUL1 inh -8.
`N#CC1(C#N)CCc2cc(-c3ccc(Br)cc3)cnc21` gave ROC1-CUL1 inh 5.
For COc1ccc(NC(=O)c2ccccc2Cl)c(OC)c1 the results were ROC1-CUL1 inh -1.
Screening CCOc1cccc(C(=O)Nc2ccc(N3CCN(S(C)(=O)=O)CC3)cc2)c1 returned ROC1-CUL1 inh -4.
`Cc1cccc(C(=O)Nc2nnc(S(=O)(=O)N3c4ccccc4CC3C)s2)c1` (configuration not stated) gave ROC1-CUL1 inh -3.
`COc1ccc(Cl)cc1NC(=O)CSc1nc(-c2cccs2)cc(C(F)(F)F)n1` gave ROC1-CUL1 inh -11&0.

The list itself, previewed entries included:
Screening COc1ccc(C2CC(=O)c3cc(-c4nc(-c5cccc([N+](=O)[O-])c5)cs4)c(=O)n(-c4ccc(OC)cc4)c3C2)cc1 (configuration not stated) returned ROC1-CUL1 inh -12.
`COc1cc(C(=O)NC2(C(F)(F)F)C(=O)N=C(C)C2C#N)cc(OC)c1OC` (configuration not stated) gave ROC1-CUL1 inh 6.
Screening N#CC1C(=N)Oc2n[nH]c(-c3ccccc3)c2C1c1ccnc2ccccc12 (configuration not stated) returned ROC1-CUL1 inh -6.
CC(=O)OC1=C(Br)C(=O)C(OC(C)=O)=C(Br)C1=O was read as ROC1-CUL1 inh -3.
Cc1ccc2sc(NC(=O)c3ccc4c(c3)OCCO4)nc2c1C was read as ROC1-CUL1 inh -5.
`O=C(c1ccc2c(Cl)c3c(nc2c1)CCCC3)N1CCN(c2ccccc2F)CC1` gave ROC1-CUL1 inh -4.
`COc1cccc(/C=C/C(=O)c2ccccc2)c1` gave ROC1-CUL1 inh 0.
NC(=O)CSc1nnc2ccc3ccccc3n12 was read as ROC1-CUL1 inh -2.
Cc1nn(-c2ccccc2)c2ncc(C(=O)c3c(O)ccc4ccccc34)cc12 was read as ROC1-CUL1 inh 0.
`CCOC(=O)c1c(-c2ccc(-c3ccccc3)cc2)csc1NC(=O)CSc1nnc2ccccn12` gave ROC1-CUL1 inh -6.
Screening CN(C)c1ccc(C(=O)c2ccc(O)cc2O)cc1 returned ROC1-CUL1 inh -8.
`N#CC1(C#N)CCc2cc(-c3ccc(Br)cc3)cnc21` gave ROC1-CUL1 inh 5.
For COc1ccc(NC(=O)c2ccccc2Cl)c(OC)c1 the results were ROC1-CUL1 inh -1.
Screening CCOc1cccc(C(=O)Nc2ccc(N3CCN(S(C)(=O)=O)CC3)cc2)c1 returned ROC1-CUL1 inh -4.
`Cc1cccc(C(=O)Nc2nnc(S(=O)(=O)N3c4ccccc4CC3C)s2)c1` (configuration not stated) gave ROC1-CUL1 inh -3.
`COc1ccc(Cl)cc1NC(=O)CSc1nc(-c2cccs2)cc(C(F)(F)F)n1` gave ROC1-CUL1 inh -11&0.
Screening COc1cccc2c1cc1c(=O)n(CC(=O)N3CCN(c4cccc(C(F)(F)F)c4)CC3)nc(C)n12 returned ROC1-CUL1 inh 11.
Screening CCc1ccc(CNC(=O)CN2CCSc3ccccc32)cc1 returned ROC1-CUL1 inh -4.
For Cc1nn2cc(-n3cc([N+](=O)[O-])cn3)cnc2c1[N+](=O)[O-] the results were ROC1-CUL1 inh 3.
O=C(NCc1ccco1)N1CCCC(Cn2cc(-c3cccnc3)nn2)C1 (configuration not stated) was read as ROC1-CUL1 inh 8.
`CCOC(=O)c1cccc(NC(=O)COC)c1` gave ROC1-CUL1 inh 2.
For ON=C1CC2CC(=NO)CC(C1)c1ccccc12 the results were ROC1-CUL1 inh -2.
For COc1ccc(N2CCN(C(=O)C3CCN(c4nc5ccc(C)cc5[nH]4)CC3)CC2)cc1 the results were ROC1-CUL1 inh 4.
`CCOc1ccccc1C(=O)Nc1ccc(S(=O)(=O)N2CCC(C)CC2)cc1` gave ROC1-CUL1 inh -9.
Fc1ccc(CSc2ncnc3c2cnn3-c2ccccc2)cc1 was read as ROC1-CUL1 inh -2.
Screening O=C(O)c1ccccc1Sc1cccc(Cl)c1Cl returned ROC1-CUL1 inh -1.
Screening CN(CC1COCCO1)C(=O)c1ccc2oc(Cc3ccccc3)nc2c1 (configuration not stated) returned ROC1-CUL1 inh -4.
For CN1CCN(S(=O)(=O)c2ccc(N3CCCC3=O)cc2)CC1 the results were ROC1-CUL1 inh 6.
`Cc1nc(NCCO)c(C#N)c(C)c1[N+](=O)[O-]` gave ROC1-CUL1 inh 1.
CCC1(CC)C(=O)NC(=O)N(C)C1=S was read as ROC1-CUL1 inh 1.
For Cc1ccc2oc(=O)n(Cc3ccccc3OC(C)C)c2c1 the results were ROC1-CUL1 inh -1.
For O=C(c1ccccc1Br)N1CCC(c2nc3ccccc3o2)CC1 the results were ROC1-CUL1 inh -8.
For Cc1ccc(-n2cn[nH]c2=O)cc1 the results were ROC1-CUL1 inh 14.
`CSc1ncc(C(=O)NCc2ccc(C)cc2)c(C)n1` gave ROC1-CUL1 inh 2.
`C=CCOc1cccc(C(Nc2ccccn2)c2ccc3cccnc3c2O)c1` (configuration not stated) gave ROC1-CUL1 inh 4.
For O=C(Nc1cccc(O)c1)c1nn2c(C(F)(F)F)cc(-c3ccc(Br)cc3)nc2c1Cl the results were ROC1-CUL1 inh -1.
For CC(C)(C)c1ccc(CC2=NC(=O)N(c3cccc(Cl)c3)C2=O)cc1 the results were ROC1-CUL1 inh -3.
For CCN1c2ccccc2-c2nc(SCC(=O)Nc3cc(F)ccc3F)ncc2S1(=O)=O the results were ROC1-CUL1 inh -5.
CC(=O)CC1(O)C(=O)N(CN2CCCCC2)c2ccccc21 (configuration not stated) was read as ROC1-CUL1 inh 6.
COc1ccccc1CCN1CCC(CN(C)C(=O)Cc2c(C)noc2C)CC1 was read as ROC1-CUL1 inh 9.
Screening CCC(NC(=O)NC1CCCCC1)(C(F)(F)F)C(F)(F)F returned ROC1-CUL1 inh 3.
For O=[N+]([O-])c1ccc(N/N=C/c2ccc3c(c2)OCCO3)c([N+](=O)[O-])c1 the results were ROC1-CUL1 inh 4.
CCn1cc2nc(SCc3cccc(C(F)(F)F)c3)n(Cc3ccc(Cl)cc3)c(=O)c2n1 was read as ROC1-CUL1 inh -10.
`CC(=O)Nc1ccc(-c2nnc(SCC(=O)c3ccc4c(c3)Cc3ccccc3-4)n2C)cc1` gave ROC1-CUL1 inh 1.
`CCCCNC(=O)c1cccc2c1-c1ccccc1C2=O` gave ROC1-CUL1 inh 3.
`COCCCn1c(=N)c(C(=O)NC2CCCCC2)cc2c(=O)n3ccccc3nc21` gave ROC1-CUL1 inh -5.
Cc1ccc(NC(=O)c2ncn(-c3ccccc3)n2)c(Cl)c1 was read as ROC1-CUL1 inh -7.
O=C(CSCc1ccccc1Br)N1CCN(c2cccc(Cl)c2)CC1 was read as ROC1-CUL1 inh 2.
`Cc1nn(-c2ccccc2)c(Cl)c1C(=O)Nc1cccc(Cl)c1C` gave ROC1-CUL1 inh 4.
`CC(C)(C)NC(=O)CSc1nc(SCC(=O)NC(C)(C)C)n(-c2ccccc2)n1` gave ROC1-CUL1 inh -2.
CCN(Cc1nc(-c2cccc(C)c2)no1)C(=O)C(C)C was read as ROC1-CUL1 inh -6.
For Cc1cc(C)c(NS(=O)(=O)c2ccc(NC(=O)C(F)(F)F)cc2)c(C)c1 the results were ROC1-CUL1 inh -2.
Screening CC1=Nc2nc(CCCO)nn2C(c2cccc(Br)c2)C1C(=O)Nc1ccccc1C (configuration not stated) returned ROC1-CUL1 inh -3.
For O=C(CC(c1ccccc1)c1ccccc1)NCC1CCCO1 (configuration not stated) the results were ROC1-CUL1 inh 12.
For O=C(CCn1cnc2ccccc2c1=O)Nc1ccc2c(c1)oc1ccccc12 the results were ROC1-CUL1 inh 1.
For Cc1ccccc1CS(=O)(=O)Nc1cccc(C)c1C the results were ROC1-CUL1 inh 2.
COC(=O)c1cc2c(-c3ccccc3)c(C)c3ccccn3c-2c1C(=O)OC was read as ROC1-CUL1 inh 4.
`CC(C)(C)N=C1c2ccccc2OC(=O)C1N` (configuration not stated) gave ROC1-CUL1 inh 0.
`CC(C)(C)c1ccc(C(=O)NCCCNC2NS(=O)(=O)C3CCCCC23)cc1` (configuration not stated) gave ROC1-CUL1 inh -6.
`COc1cncc(/C(N)=N/N=C/c2ccc(Cl)cc2Cl)n1` gave ROC1-CUL1 inh 8.
`CC1=NC(=O)NC(=O)C1S(=O)(=O)N(CC(=O)Nc1ccc(C)cc1Cl)c1cc(C)cc(C)c1` (configuration not stated) gave ROC1-CUL1 inh 6.
COC(=O)c1cc(NC(=O)CSc2nc3scc(-c4ccccc4)c3c(=O)n2-c2ccccc2)cc(C(=O)OC)c1 was read as ROC1-CUL1 inh -2.
CCOc1nc(NC(=O)NC(=O)c2c(Cl)cccc2Cl)nc(-c2ccccc2)n1 was read as ROC1-CUL1 inh -3.
CCOc1c(Cl)cc(C(=O)Nc2cccc(C(C)=O)c2)cc1Cl was read as ROC1-CUL1 inh 1.
For Cc1nnsc1C(=O)N1CCCC(C(=O)c2ccc3c4c(cccc24)CC3)C1 (configuration not stated) the results were ROC1-CUL1 inh 15.
`CCC1CN(Cc2ccccc2)Cc2cc(OC)ccc2O1` (configuration not stated) gave ROC1-CUL1 inh 3.
For COc1cccc(-c2cc(CC3(O)CCN(Cc4ccn[nH]4)CC3)on2)c1 the results were ROC1-CUL1 inh 3.
Screening Cc1nonc1C(=O)N(CCc1ccccc1)CC1CCN(C)CC1 returned ROC1-CUL1 inh 0.
Screening Cc1cc(C)c(N2CCN(C(=O)c3ccc(F)cc3)CC2)c(C)c1 returned ROC1-CUL1 inh 6.
`Cc1cc(Nc2cccc(C(F)(F)F)c2)nc2ccc(NC(=O)c3ccc(N(C)C)cc3)cc12` gave ROC1-CUL1 inh 7.
`CCOC1OCCn2c1c(Br)c(=O)n(C)c2=O` (configuration not stated) gave ROC1-CUL1 inh -4.
Screening CCN1CCN(C(=O)c2ccc(N3CCC(N(C)Cc4nc(-c5ccccc5)no4)CC3)cc2)CC1 returned ROC1-CUL1 inh 4.
`NC(=O)CN1CCN(c2ccccc2)CC1` gave ROC1-CUL1 inh -9.
For CCOC(=O)c1c(NC(=O)C(OC(C)=O)c2ccccc2)sc(C(=O)OC)c1C (configuration not stated) the results were ROC1-CUL1 inh 1.
Screening COc1cccc(C2c3[nH]c4ccccc4c3CCN2Cc2ccn[nH]2)c1OC (configuration not stated) returned ROC1-CUL1 inh 1.
Screening COc1ccc2c(c1)Cc1sc(NC(=O)c3cccc(F)c3)nc1-2 returned ROC1-CUL1 inh 13.
COc1cc(CN([C@H]2CCCCNC2=O)S(=O)(=O)c2cccc(Cl)c2)cc(OC)c1OCCc1ccsc1 was read as ROC1-CUL1 inh 9.
For O=C(Cc1ccccc1)Nc1ccc(C(=O)OCC(=O)c2ccc([N+](=O)[O-])cc2)cc1 the results were ROC1-CUL1 inh -1.
For Cc1ccc(Cl)cc1N1CCN(S(=O)(=O)c2ccc3c(c2)CCCN3C(=O)C2CCC2)CC1 the results were ROC1-CUL1 inh -3.
For Cc1nc2cc(OCc3cc(C(=O)N4CCCCCCC4)no3)ccc2s1 the results were ROC1-CUL1 inh 2.
For Cc1cc(C)cc(OCC(=O)Nc2nonc2-c2ccc(Br)cc2)c1 the results were ROC1-CUL1 inh -1.
For CCCCn1c(=O)n(-c2cc(OC)ccc2OC)c(=O)c2c3c(sc21)CN(C(C)=O)CC3 the results were ROC1-CUL1 inh 0.
`CCOC(=O)c1ccc2scc(CN(CC)CC)c2c1` gave ROC1-CUL1 inh 3.
`CSc1cc(-c2ccccc2)n(-c2ccccc2C)c(=S)c1C(=O)c1ccccc1` gave ROC1-CUL1 inh 3.
`Cc1ncc2c(c1CNC(=O)/C=C/c1ccccc1F)CCN(C(=O)CCCc1ccccc1)C2` gave ROC1-CUL1 inh 2.
`Cc1nn(CCO)c(C)c1-c1nc2c(cnn2Cc2cccc(Cl)c2)[nH]1` gave ROC1-CUL1 inh -4.
CCN(CC)c1ccc(NC(=O)CSc2nnc(C)c(=O)[nH]2)cc1 was read as ROC1-CUL1 inh -8.
For COc1ccc2c(c1)C(N1CCN(CCO)CC1)Cc1cc(Cl)ccc1S2 (configuration not stated) the results were ROC1-CUL1 inh -3.
Screening CCOC(=O)c1cnc(SC)nc1SCC(=O)N1CCN(c2cccc(Cl)c2)CC1 returned ROC1-CUL1 inh 4.
CSc1cccc(Nc2cc(C(=O)NCCCN(Cc3ccccc3)C(C)C)c3ccccc3n2)c1 was read as ROC1-CUL1 inh -1.
Screening Cc1cc2[nH]c(=O)c(=O)[nH]c2cc1S(=O)(=O)N1CCN(c2cccc(C)c2C)CC1 returned ROC1-CUL1 inh 3.
Screening CCCCNC(=O)c1ccccc1NC(=O)CN(c1ccccc1)S(=O)(=O)N(C)C returned ROC1-CUL1 inh -3.
For Cc1ccc(SCC(=O)NCc2ccccc2Cl)cc1 the results were ROC1-CUL1 inh -10.
Cc1cccc(Oc2c(C(F)(F)F)oc3cc(OC(=O)c4cccc(Cl)c4)ccc3c2=O)c1 was read as ROC1-CUL1 inh -6.
`Cn1c(=O)c2ncc(=O)[nH]c2n(C)c1=O` gave ROC1-CUL1 inh 2.
